# Yeast superoxide: reduction of superoxide in aged yeast, primary screen, HTS. S. cerevisiae aged cells, superoxide DHE fluorescence; active compounds read low. superoxide response (% of plate mean), % at 10 µM. 330,000 tested, 0.18% active;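 active = superoxide response under a set limit, about three screen SD below normal, cut at about 65% in these data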;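 note: yeast aged for seven days with compound at 30 °C before DHE staining; 100% = average MFI of all compound-treated wells on the plate with controls excluded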
# MCL1 BIM primary: inhibitors of MCL1 binding to BIM-BH3, primary screen, biochemical, fluorescence polarization. inhibition, % at 10.9 µM. 320,000 tested, 0.68% active. GST-MCL1 / FITC-Bim-BH3 fluorescence polarization. Induced myeloid leukemia cell differentiation protein Mcl-1 (Homo sapiens), Q07820;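 active = inhibition above the mean inhibition of all tested compounds plus 3 SD, set per campaign, cut at about 40% in these data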;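 note: 0% = DMSO wells and 100% = unlabeled Bim-BH3 peptide control; higher means more loss of mP so more displacement of Bim peptide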
# Target sequence (Q07820 whole entry, looked up): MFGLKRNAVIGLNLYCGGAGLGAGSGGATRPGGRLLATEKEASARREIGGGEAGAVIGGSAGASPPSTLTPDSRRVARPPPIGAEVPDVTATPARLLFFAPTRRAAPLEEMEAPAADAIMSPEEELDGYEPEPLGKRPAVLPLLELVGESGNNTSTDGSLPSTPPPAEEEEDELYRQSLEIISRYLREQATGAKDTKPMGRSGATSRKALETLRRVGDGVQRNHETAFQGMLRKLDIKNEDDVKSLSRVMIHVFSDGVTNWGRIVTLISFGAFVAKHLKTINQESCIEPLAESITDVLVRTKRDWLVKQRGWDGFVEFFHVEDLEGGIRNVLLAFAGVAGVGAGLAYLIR
# CIT2 TOR yeast: modulators of CIT2-GFP expression in yeast, primary screen, S. cerevisiae, GFP fusion, multiplex flow cytometry, MLPCN library; 320,000 tested, 0.065% active; GFP response vs DMSO, % at 10 µM; S. cerevisiae CIT2-GFP strain, 3 h; 100 means same as DMSO wells;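 active = GFP response relative to DMSO above a set limit, near the screen mean plus 3 SD, cut at about 150% in these data; inconclusive = Fewer than 70 cells measured for a yeast strain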;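 note: ratio of well median GFP fluorescence to mean of DMSO wells on the plate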
# GRK2 inh: compounds blocking aptamer binding on GRK2 – biochemical, human GRK2, bead flow cytometry, HTS, primary screen; 330,000 tested, 0.59% active; FAM-aptamer displacement from GRK2; inhibition of aptamer binding, % at 10 µM;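 active = inhibition of aptamer binding above 40%, roughly 3 SD of noise, on plates passing a quality check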;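 note: median bead fluorescence of bound FAM aptamer so fluorescent compounds give negative values; no value below 0 was filed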
# VLA-4 inh: inhibition in human VLA-4 binding assay, primary screen, VLA-4 allosteric modulator project, MLPCN library, flow cytometry, VLA-4 expressing cells; ligand binding flow cytometry; inhibition, % (about 7 µM as worked out from the volumes in the protocol); 330,000 tested, 0.2% active; AID 2557, 2010; in the data active = inhibition above about 50%
# AGP1-GFP MLPCN: modulators of AGP1-GFP expression in yeast TOR pathway, primary screen, cell-based, multiplex flow cytometry, S. cerevisiae, MLPCN library. 3 h; GFP as percent of DMSO wells. GFP response vs DMSO, % at 10 µM. 320,000 tested, 0.02% active;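 active = GFP response relative to DMSO above a set limit, near screen average plus 3 SD, cut at about 150% in these data; inconclusive = fewer than 70 cells counted for the yeast strain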;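 note: median GFP channel fluorescence of the gated AGP1 strain per well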
# GLD-1 RNA inh: GLD-1/TGE RNA complex disruptors, primary screen, biochemical, fluorescence polarization | Female germline-specific tumor suppressor gld-1 (Caenorhabditis elegans), Q17339 | purified GLD-1 + fluorescein TGE RNA | inhibition, % at 5.96 µM | 320,000 tested, 0.44% active | AID 2280, 2010;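 active = percent inhibition above a per-plate cutoff, the plate mean of test compounds plus 3 SD, cut at about 30% in these data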;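 note: 0% = DMSO wells with GLD-1 and probe and 100% = wells lacking GLD-1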
# MEX-5 binding: MEX-5 zinc finger RNA-binding disruptors – biochemical, C. elegans, fluorescence polarization, MLPCN library, primary screen; AID 1832, 2009; Zinc finger protein mex-5 (Caenorhabditis elegans), Q9XUB2; MEX-5/FITC-TCR2 RNA binding; active compounds read low; activity score (negative = inhibition of binding), % at 10 µM; 300,000 tested, 0.38% active;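 active = inhibition past about -25% in most replicates, and total fluorescence under double the plate's negative control median, limit read from the data; inconclusive = replicates evenly split on the limit, or fluorescence at least double controls; inactive = too little inhibition in most replicates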;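 note: 0% = DMSO and -100% = 5 µM competing unlabeled TCR2 RNA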
# Target sequence (Q9XUB2 whole entry, looked up): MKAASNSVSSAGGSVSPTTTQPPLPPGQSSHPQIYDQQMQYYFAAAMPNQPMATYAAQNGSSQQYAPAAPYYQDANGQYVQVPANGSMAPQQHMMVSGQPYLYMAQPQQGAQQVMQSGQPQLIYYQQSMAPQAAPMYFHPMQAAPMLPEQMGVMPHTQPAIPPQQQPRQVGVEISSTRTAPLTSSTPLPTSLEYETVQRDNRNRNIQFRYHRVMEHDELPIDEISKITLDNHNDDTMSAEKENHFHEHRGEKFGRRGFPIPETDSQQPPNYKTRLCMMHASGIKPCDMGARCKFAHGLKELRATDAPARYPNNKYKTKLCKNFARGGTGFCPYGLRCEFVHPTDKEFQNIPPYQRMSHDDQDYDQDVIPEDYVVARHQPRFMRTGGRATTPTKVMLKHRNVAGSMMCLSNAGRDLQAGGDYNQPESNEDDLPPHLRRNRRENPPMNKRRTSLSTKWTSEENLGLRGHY
# Bcl-xL primary: inhibitors of human Bcl-xL, primary screen, biochemical, fluorescence polarization, HTS; GST-Bcl-xL / FITC-Bim BH3 peptide fluorescence polarization; inhibition, % at 10.9 µM; 320,000 tested, 0.7% active; AID 2129, 2009; Bcl-2-like protein 1 (Homo sapiens), Q07817;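 active = inhibition above the mean of all tested compounds plus 3 SD, cutoff set per campaign, cut at about 30% in these data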;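 note: 0% = DMSO wells and 100% = unlabeled Bim-BH3 peptide competitor; inhibitors lower millipolarization by displacing the labeled peptide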
# Target sequence (Q07817 whole entry, looked up): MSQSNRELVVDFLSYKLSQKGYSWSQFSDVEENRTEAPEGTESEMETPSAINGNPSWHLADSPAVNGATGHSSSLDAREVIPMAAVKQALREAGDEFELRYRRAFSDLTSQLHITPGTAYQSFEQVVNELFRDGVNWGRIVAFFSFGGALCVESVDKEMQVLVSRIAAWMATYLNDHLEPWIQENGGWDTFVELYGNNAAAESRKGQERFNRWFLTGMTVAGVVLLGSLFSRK
# Numbers without * were called inactive; u = inconclusive; x = no result given; & = joins results of further samples.
SMILES,Yeast superoxide,MCL1 BIM primary,CIT2 TOR yeast,GRK2 inh,VLA-4 inh,AGP1-GFP MLPCN,GLD-1 RNA inh,MEX-5 binding,Bcl-xL primary
CC(c1ccc(F)cc1)n1cc(C(=O)NCc2ccc3c(c2)OCO3)nn1 (stereo not given),93,0,86,3,-9,97,5,3.3,0
O=c1c2ccccc2nc(/C=C/c2ccccc2O)n1-c1ccccc1O,106,-38,104,0,-306,100,-11,-0.4,-18
C=CCn1c(O)c(C(CC)=NCc2ccco2)c(=O)[nH]c1=O,107,1,96,0,-2,100,4,-1.9,5
COc1cc2c(c(OC)c1)C(=O)OC(C)CCCC(=O)CCCCC2 (stereo not given),107,-6,114,0,1,98,-3,-1.8,-1
O=C(CN1CC=C(c2ccccc2)CC1)Nc1cc(Cl)ccc1Cl,90,-4,107,0,-1,112,-5,-0.3,-1
Cc1ccc(-n2c(O)c(C=NCc3ccco3)c(=O)[nH]c2=S)cc1C,97,3,109,4,-5,109,-3,2.2,3
Clc1ccc2c(c1)C(c1ccccc1Cl)=NCc1nnc(N3CCN(CCSc4ccccc4)CC3)n1-2,102,-1,92,3,19,105,0,-1.0,4
CCCNC(=O)N1[C@H]2CC[C@@H]1C(C(=O)OC)=C(c1cccc(C#N)c1)C2,116,-10,111,0,-18,115,-6,x,-4
C/C(=N\NC(=O)c1ccccc1O)c1c(O)n(C2CCCCC2)c(=O)[nH]c1=O,89,14,107,0,20,111,4,-1.8,8
CC(=NCc1ccc2c(c1)OCO2)c1c(O)n(-c2ccccc2)c(=O)[nH]c1=O,120,1,u,1,0,u,1,-4.9,6
CN1CCN(c2ccc3nccnc3c2)CC1,109,22,90,1,-5,93,5,-9.8,16
Cc1ccc2cccc(OC(=O)N(C)c3ccccc3)c2n1,97,0,97,0,6,93,1,-1.4,-1
COCCO[C@H]1CCC2C3CC=C4C[C@@H](O)CC[C@]4(C)C3CC[C@@]21C (stereo not given in full),98,x,109,0,-8,93,5,x,x
Cc1ccc(CN2CCCC(C(=O)c3sccc3C)C2)o1 (stereo not given),98,-6,103,2,12,105,3,0.1,1
Cc1ccc(/C=C2/C(=O)NC(=O)N(C)C2=O)cc1,93,0,94,1,5,91,1,1.0,0
O=C(Nc1cccc(Cl)c1)N1C[C@H]2C[C@@H](C1)c1cccc(=O)n1C2,90,6,101,3,22,100,-5,0.9,6
CCC(C)(C)c1ccc(O)cc1,102,-1,86,0,12,100,0,x,-2
O=C1N[C@H](Cc2ccccc2)C(=O)N2[C@@H]3[C@H](C[C@@H]12)c1ccccc1N3OOSc1ccccc1,97,-11,84,0,2,85,3,-0.8,-1
Cc1ncc(CN2CCCC(C(=O)c3sccc3C)C2)s1 (stereo not given),101,1,96,3,1,91,-5,-1.5,-2
Cc1oc(-c2cccs2)nc1CSCC(=O)N1CCC2(CC1)OCCO2,87,-1,104,5,36,100,11,0.9,3
O=P(OCC(F)(F)C(F)F)(N1CCCCC1)N1CCCCC1,113,-4,x,4,16,103,5,1.3,7
Nc1ncc([N+](=O)[O-])s1,99,11,88,0,5,102,1,x,10
O=S1(=O)CC2(N3CCOCC3)CCCCC21 (stereo not given),137,2,109,0,2,108,4,3.3,0
CC(=O)OCC(=O)[C@H]1CC[C@H]2[C@@H]3CC[C@H]4C[C@H](O)CC[C@]4(C)[C@H]3C(=O)C[C@]12C,105,3,80,0,37,86,2,x,4
O=C(CN1CC=C(c2ccccc2)CC1)NC(=O)NCc1ccccc1,108,4,94,5,2,95,-11,0.0,5

# New compounds follow.
SMILES,Yeast superoxide,MCL1 BIM primary,CIT2 TOR yeast,GRK2 inh,VLA-4 inh,AGP1-GFP MLPCN,GLD-1 RNA inh,MEX-5 binding,Bcl-xL primary
COc1cc(CNCCc2c[nH]c3ccccc23)cc(OC)c1,100,3,105,0,-8,101,2,2.0,-1
CCOC(=O)C1CCN(/C=C2/C(=O)NC(=O)N(c3ccc(OCC)cc3)C2=O)CC1,110,-13,99,0,8,99,-1,x,-1
COc1cccc(-c2nc3ccc(N4CCN(C)CC4)cc3[nH]2)c1,102,11,97,0,8,102,-3,2.5,9
Cc1ccc(C2NC(=S)NC(c3ccc(C)cc3)C23C(=O)NC(=O)NC3=O)cc1 (stereo not given),87,5,95,0,12,108,-6,0.7,6
COc1ccccc1CN1CCCC(C(=O)c2ccccc2SC)C1 (stereo not given),97,-1,102,1,-20,105,-8,0.5,0
CCCOC(=O)c1c(N)n(Cc2cccs2)c2nc3ccccc3nc12,106,-6,96,0,6,103,1,-2.0,-1
Cc1cc(OCC(=O)N[C@H](C(=O)O)c2ccccc2)c2c3c(c(=O)oc2c1)CCC3,97,1,100,0,41,104,-1,-0.1,2
C#CCNc1ccncc1S(=O)(=O)NC(=O)NC(C)C,108,3,98,3,0,106,-2,-5.1,9
CCn1c(O)c(N=Nc2cccc(S(=O)(=O)N3CCOCC3)c2)c(=O)n(CC)c1=S,101,4,110,2,0,100,3,-1.8,-1
Nc1ccc(N2CCN(Cc3ccccc3Cl)CC2)c(Cl)c1,97,-9,104,0,0,109,1,2.1,2
CCOc1ccc(C(C)=O)cc1Cc1c(O)[nH]c(=S)[nH]c1=O,102,x,104,0,1,100,x,-2.7,x
COP(=O)(Cc1ccc(C#N)o1)OC,97,9,x,5,0,x,-2,-2.8,9
COc1cc(CN2CC3CC(C2)c2cccc(=O)n2C3)cc(OC)c1OC (stereo not given),108,5,64,1,27,72,1,0.3,6
C=CCN1C(=O)NC(=O)/C(=C/c2ccc(OC)c(CSc3ccccn3)c2)C1=O,94,-10,103,0,5,97,-5,-6.1,-1
CCC1(CC)C(=O)NC(=Nc2cccc(C(F)(F)F)c2)NC1=O,102,-6,98,0,10,106,-1,-1.5,-1
CCOP(=O)(OCC)C(NC(=O)c1cccc(C)c1)C(Cl)(Cl)Cl (stereo not given),110,-1,102,1,12,109,-5,-3.3,0
O=C(c1cccn2c(=O)c3ccc(Cl)cc3nc12)N1CCC2(CC1)OCCO2,77,-1,108,1,10,105,-1,-4.5,2
Cc1ccc(S(=O)(=O)N[C@@H](CCCCN)C(=O)CCl)cc1,106,28,92,0,53*,93,16,-4.9,32*
COc1ccc(C2SCC(=O)Nc3c2c(=O)[nH]n3C2CCCCC2)cc1 (stereo not given),91,-2,97,0,-22,99,0,-1.0,-2
CN(C)CCc1nn[nH]n1,83,3,110,2,-3,104,0,-1.0,1
O=C(O)[C@H]1NC[C@H]2C[C@H]21,99,-4,102,0,7,100,0,-0.8,-3
CCCCNC(=O)CN1C(=O)CN=C(c2ccccc2)c2ccccc21,99,-3,102,2,-2,106,3,-3.9,0
O=C(O)C(Br)CBr (stereo not given),105,6,95,2,11,102,2,x,7
CC(C)CNC(=O)c1c(N)n(Cc2ccco2)c2nc3ccccc3nc12,89,23,u,2,-26,x,22,-0.9,16
O=[N+]([O-])c1ccccc1CN1CC=C(c2ccc(F)cc2)CC1,105,x,101,0,13,100,x,-0.1,x

# Next section.
SMILES,Yeast superoxide,MCL1 BIM primary,CIT2 TOR yeast,GRK2 inh,VLA-4 inh,AGP1-GFP MLPCN,GLD-1 RNA inh,MEX-5 binding,Bcl-xL primary
CN1C(=O)CN=C(c2ccccc2Cl)c2cc(Br)ccc21,101,-6,103,x,-4,93,-2,1.0,-3
CN1CCCC(C(=O)c2ccccc2)C1 (stereo not given),110,7,100,0,-4,102,1,1.9,5
O=c1[nH]c(=O)n(-c2ccc(F)cc2)c(O)c1C=NCCN1CCCCC1,85,4,104,0,-45,104,4,-3.4,3
CCCCOC(=O)C1=C(N)OC2=C(C(=O)CCC2)[C@]12C(=O)Nc1ccccc12,111,-2,106,0,-6,104,-2,-1.1,-2
N#CCCn1cc(C=C2C(=O)NC(=O)NC2=O)c(-c2ccccc2)n1,94,0,95,0,-9,102,-5,-2.0,5
CCCNC(=O)N1[C@H]2CC[C@@H]1C(C(=O)OC)=C(c1c(C)noc1C)C2,103,1,108,0,8,113,-1,x,-7
CCN(CC)CCN=Cc1c(O)n(Cc2ccccc2)c(=O)[nH]c1=O,76&96,-2&-19,100&95,0&4,23&-1,98&85,2&-11,-2.4&-4.7,-2&-13
COc1ccccc1N1C(=O)NC(=O)/C(=C/c2ccc([N+](=O)[O-])s2)C1=O,98,25,104,11,17,103,4,-20,20
Nc1ccc(C(=O)N/N=C2/CN3CCC2CC3)cc1,108,-2,106,4,14,101,6,3.3,2
C=CC(=O)NCNC(=O)C=C,108,1,96,2,13,98,3,x,1
O=C(N/N=C/c1c(O)n(Cc2ccccc2)c(=O)[nH]c1=O)c1ccccc1,103,22,98,0,21,94,2,-3.8,1
FC(F)(F)c1ccc(CN2CCNCC2)cc1,80,4,103,2,5,107,-1,0.9,2
O=C(Nc1ccc(Cl)cc1)Nc1nccs1,97,1,93,0,-15,x,2,0.7,0
COc1ccc(C2SCC(=O)Nc3c2c(=O)[nH]n3C2CCCCCC2)cc1OC (stereo not given),99,8,106,0,15,106,5,-2.7,5
CCOc1cccc(N2C(=O)CC(=O)NC2=O)c1,107,-4,105,3,14,101,-3,-2.5,-2
O=C1NC(=O)C(CCc2ccncc2)(CCc2ccncc2)C(=O)N1CCc1ccc(F)cc1,99,-7,93,0,-112,97,-2,1.2,2
CC1CCC2C(C)C(=O)OC3OC4(C)CCC1C32OO4 (stereo not given),90,13,115,3,-22,93,-2,0.0,5
COc1ccc(N/N=C/c2c(O)n(-c3cccc(C)c3)c(=O)[nH]c2=O)cc1,86,36,104,0,-5,93,-8,10,40*
Cc1cnc(-n2c(=S)[nH]c3ccccc3c2=O)s1,112,0,105,5,19,102,-2,x,5
C=CCN1CC[C@]23c4c5ccc(O)c4O[C@H]2/C(=N/NC(=O)c2ccccc2)CC[C@@]3(O)[C@H]1C5,103,10,111,1,11,101,5,-0.3,2
CC1(C)N2CC3([N+](=O)[O-])CN1CC([N+](=O)[O-])(C2)C3,98,-12,94,2,10,109,-1,-0.3,-12
CCOC(=O)c1ccc(NC(=O)N2C[C@@H]3C[C@@H](C2)c2cccc(=O)n2C3)cc1,101,-3,104,0,-10,108,8,-1.8,0
CCN1CCN(C(=O)Cc2ccccc2OC)CC1,109,0,114,1,12,111,-1,-0.6,-3
COc1ccc(S(=O)(=O)N2CCOCC2)cc1NC(=O)COC(=O)Cc1ccccc1,112,x,102,0,-12,95,-3,x,x
COc1ccc(CN2CCN(Cc3ccccc3)CC2)c(OC)c1,93,8,95,0,8,100,4,x,2
C=CCN1C(=O)NC(=O)C(CCc2ccncc2)(CCc2ccncc2)C1=O,116,2,98,0,-5,102,0,2.6,1
CC(C)(C)C(=O)c1cn(CC(=O)NCc2ccco2)c2ccccc12,97,-32,92,1,3,98,-1,-1.4,-11
C=Cn1ccnc1P(=S)(c1ccccc1)c1nccn1C=C,91,-5,100,0,7,96,2,0.8,1

# From PubChem

# The list is partial. The share of hits here may be higher or lower than overall.
